Compound activity from PubChem BioAssay.
CHRM1 PAM – potentiates human M1 receptor response to acetylcholine; AID 588819; actives 0.088% (n = 360,000); activation, % at 3 µM; CHO-K1 hM1, Fluo-8 calcium fluorescence, ACh EC20; 0% = ACh EC20, 100% = maximal ACh; in the data active = activation above about 19%, passing the limit was not always enough
M5 PAM – CHRM5 positive allosteric modulation; CHO-K1 hM5, Fluo-8 calcium, ACh EC20 PAM; 0% = ACh EC20, 100% = ACh EC100; AID 624038; activation, % at 3 µM; actives 0.3% (n = 360,000); P08912;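 active = activation above the run cutoff, the mean activation of all test compounds plus 3 SD, cut at about 18% in these data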
Target sequence (P08912 whole entry, looked up): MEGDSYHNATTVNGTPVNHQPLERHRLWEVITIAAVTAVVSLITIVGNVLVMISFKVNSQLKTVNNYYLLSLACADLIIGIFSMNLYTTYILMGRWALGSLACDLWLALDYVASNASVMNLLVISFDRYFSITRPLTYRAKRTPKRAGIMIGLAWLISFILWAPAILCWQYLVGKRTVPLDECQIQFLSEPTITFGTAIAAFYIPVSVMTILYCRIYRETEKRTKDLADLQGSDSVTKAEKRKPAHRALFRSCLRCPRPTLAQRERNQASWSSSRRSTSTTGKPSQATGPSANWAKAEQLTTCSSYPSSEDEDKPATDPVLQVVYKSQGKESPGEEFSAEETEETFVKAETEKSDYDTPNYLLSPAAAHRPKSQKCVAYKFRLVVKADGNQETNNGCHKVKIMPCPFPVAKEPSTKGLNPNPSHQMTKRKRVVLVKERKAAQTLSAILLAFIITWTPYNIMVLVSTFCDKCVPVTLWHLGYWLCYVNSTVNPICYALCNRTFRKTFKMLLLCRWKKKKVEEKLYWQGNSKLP
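System: CHO-K1 hM5 cells. Reagent: acetylcholine, EC20 level. Compound dosing: single dose, 3 µM nominal final test concentration. Timing: Post-acetylcholine fluorescence recording 140 s. Detection: Fluo-8 calcium fluorescence. Read-out: % activation, ACh-normalized. Benchmarks: ACh EC20 and EC100 wells. Repeats: singlicate, one well per test compound.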
CHRM5 antagonist – CHRM5 antagonism in calcium assay; P08912; AID 624040; inhibition, % at 3 µM; actives 0.59% (n = 360,000); CHO-hM5 cells, Fluo-8 calcium fluorescence, ACh EC80;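 active = inhibition above a per-plate cutoff, the mean of that plate's test compounds plus 3 SD, cut at about 27% in these data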;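 note: 0% = acetylcholine EC80 with DMSO and 100% = DMSO without agonist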
TAAR1 agonist – human TAAR1 agonism | Q96RJ0 | CHO RD-HGA16 TAAR1, Fluo-8 calcium fluorescence; vehicle wells 0%, saturating PEA agonist 100% | activation, % at 3 µM | actives 0.99% (n = 360,000);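 active = activation above the mean activation of all test compounds in the run plus 3 SD, cut at about 38% in these data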
Target sequence (Q96RJ0 whole entry, looked up): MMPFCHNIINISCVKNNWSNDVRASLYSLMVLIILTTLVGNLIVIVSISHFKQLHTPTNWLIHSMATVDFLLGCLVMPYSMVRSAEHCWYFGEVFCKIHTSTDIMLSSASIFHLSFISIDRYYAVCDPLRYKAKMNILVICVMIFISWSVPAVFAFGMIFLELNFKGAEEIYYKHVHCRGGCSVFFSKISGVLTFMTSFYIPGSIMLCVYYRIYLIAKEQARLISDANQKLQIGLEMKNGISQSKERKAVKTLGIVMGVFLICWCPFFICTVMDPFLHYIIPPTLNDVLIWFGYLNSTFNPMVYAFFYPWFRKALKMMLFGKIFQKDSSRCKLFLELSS
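Test system: RD-HGA16 (CHO) cells co-expressing Gα16 and hTAAR1 / Benchmarks: DMSO vehicle as 0%, PEA at EC100 as 100% / Repeats: no replicates (n 1) / Measure: % activation from peak over basal fluorescence ratio, DMSO-to-PEA scaled / Timing: 17-24 h plating, Fluo-8 75 min 37 °C, 30 min RT / Technique: kinetic Fluo-8 calcium fluorescence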
CHRM4 agonist – agonists of human muscarinic M4 receptor (CHRM4); P08173; CHO-K1 hM4/Gqi5, Fluo-8 calcium fluorescence; vehicle 0%, full acetylcholine response 100%; activation, % at 3 µM; actives 0.14% (n = 360,000); AID 624127;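 active = activation above the run mean over all test wells plus 3 SD, cut at about 32% in these data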;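 note: peak over basal fluorescence ratio per well then scaled between controls; 0% = DMSO wells and 100% = acetylcholine at EC100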
M1 antag – blocks human M1 muscarinic receptor; P11229; CHO-K1 hM1, Fluo-8 calcium fluorescence, ACh EC80 antagonist; inhibition, % at 3 µM; actives 1.3% (n = 360,000); AID 588852;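 active = percent inhibition above its own plate's cutoff, namely the mean of that plate's compound wells plus 3 SD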;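 note: peak over basal fluorescence ratio during 140 s after agonist addition; 0% = ACh EC80 plus DMSO and 100% = DMSO alone without agonist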
CHRM4 antagonist – antagonists of human muscarinic M4 receptor (CHRM4); P08173; CHO-hM4 cells, ACh EC80, Fluo-8 calcium fluorescence; inhibition, % at 3 µM; actives 0.73% (n = 360,000); AID 624125;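 active = inhibition above its plate's cutoff, the mean inhibition of sample wells plus 3 SD, cut at about 27% in these data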;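 note: 0% = acetylcholine EC80 with DMSO and 100% = DMSO without agonist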
M1 ag – agonists of human M1 muscarinic receptor; P11229; activation, % at 3 µM; CHO-K1 hM1, Fluo-8 calcium fluorescence, agonist mode; 0% DMSO, 100% acetylcholine EC100; AID 588814; actives 0.33% (n = 360,000);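 active = activation above the run's mean compound activation plus 3 SD, cut at about 16% in these data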;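 note: peak over basal fluorescence ratio within a 140 s kinetic read after compound addition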
CHRM5 agonist – agonists of human muscarinic M5 receptor (CHRM5). P08912. CHO-K1 hM5 cells, Fluo-8 calcium fluorescence; 0% DMSO wells, 100% maximal acetylcholine response. activation, % at 3 µM. actives 0.19% (n = 360,000);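 active = activation above the run's mean over test compounds plus 3 SD, cut at about 23% in these data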;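 note: signal is peak over basal fluorescence ratio across the kinetic read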
An asterisk follows results filed as active; nt = not tested or not shown. Not all compounds are listed; rates above refer to the full screens.

SMILES	CHRM1 PAM	M5 PAM	CHRM5 antagonist	TAAR1 agonist	CHRM4 agonist	M1 antag	CHRM4 antagonist	M1 ag	CHRM5 agonist
CCCCCCn1c(SCCC)nc2c1c(=O)[nH]c(=O)n2C	-3	0	-7	11	0	-20	-3	-1	1
CC1(C(=O)NCc2ccco2)Cc2c(-c3ccc(C(N)=O)cc3)ccnc2O1 (stereo unspecified)	11	0	-1	5	0	-17	-5	-1	2
CCCNC(=O)C(Cc1ccc(Cl)cc1)NC(=O)c1ccc(C#N)cc1 (stereo unspecified)	1	3	8	11	1	-3	3	-4	0
CCOc1ccc(-c2nnc3ccc(SC(C)C)nn23)cc1	-9	-5	3	12	-1	19	-4	-7	-1
Cc1cc(C)nc(N2N=C(c3ccccc3)CC2=O)n1	4	3	1	1	1	1	-9	-2	0
COc1ccccc1CNC(=O)C1CCCCN1S(=O)(=O)c1ccccc1 (stereo unspecified)	9	4	-4	3	5	-14	-18	-2	0
S=C(Nc1ccc(Cl)cc1)c1nc2ccccc2[nH]1	-1	-4	4	-1	-1	1	-3	-7	-2
CC1=C(C(=O)N2CCOCC2)CC(CC(=O)NCc2cccs2)C(=O)N1CCC1=CCCCC1 (stereo unspecified)	5	0	-6	0	1	-14	-3	-5	0
CCCCOc1ccc(C(=O)Nc2ccc(OCC(=O)N3CCOCC3)cc2)cc1	-6	1	-12	2	4	10	0	-3	2
Cc1ccccc1N=Cc1c(O)n(-c2nccs2)c(=O)c2ccccc12	3	-4	6	11	6	9	2	-5	-3
C/C=C/Cn1c(SC)nc2c1c(=O)[nH]c(=O)n2C	-12	-1	12	6	1	8	12	0	-4
CN([C@@H](Cc1ccc(OS(=O)(=O)c2cccc3cnccc23)cc1)C(=O)N1CCN(c2ccccc2)CC1)S(=O)(=O)c1cccc2cnccc12	-7	-14	13	nt	12	1	21	-7	3
CCOC(=O)c1cccc(NC(=O)C(C)N2C(=O)c3ccccc3C2=O)c1 (stereo unspecified)	13	10	-4	8	2	-55	-5	5	1
Cc1nc2sccn2c(=O)c1S(=O)(=O)NCCc1ccc(Cl)cc1	2	-7	7	3	0	-1	-6	-2	-1
CC(NC(=O)c1ccccc1F)c1nnc(SCC(=O)NC2CCCCC2)n1C (stereo unspecified)	11	-5	17	1	0	-9	-4	-5	-5
COc1cn(-c2ccccc2)nc1C(=O)Nc1ccc(C)cc1	6	-1	-3	-2	3	-15	-1	-3	-2
COc1cccc(CC2(CO)CCCN(Cc3ccc(CO)o3)C2)c1 (stereo unspecified)	1	2	5	0	0	6	-5	-4	-1
Cc1ccccc1C(OCCN(C(C)C)C(C)C)c1ccccc1 (stereo unspecified)	-27	-19	99*	5	2	101*	99*	-14	-8
CN1CCN(C(=O)C2=C[C@H](c3csc4ccccc34)C[C@H](OCCCCO)O2)CC1	-1	5	1	8	2	-2	-1	-5	-4
CCN(CC)C(=O)c1ccc(Cc2cn(C)c3ccccc23)nc1	-2	-8	4	0	2	-5	-17	-2	-1
COc1ccc(Cl)cc1NC(=O)COC(C)=O	4	11	-2	5	1	-6	-7	-2	0
O=c1cc(-c2ccccc2)c2ccccc2[nH]1	9	4	-1	2	1	-13	-1	-1	3
CC1(c2ccc(Cl)cc2)NC(=O)N(CN2CCOCC2)C1=O (stereo unspecified)	11	0	5	-2	0	-4	0	-3	-3
Cn1c(=O)n(CCc2ccccc2)c(=O)c2c1ncn2Cc1ccccc1	5	0	3	24	9	-3	-7	-6	0
COc1ccccc1C(=O)NC(=O)COC(=O)CNC(=O)c1ccc(Cl)c([N+](=O)[O-])c1	8	-2	10	2	0	-8	-8	-2	-1
COc1ccc(C(=O)N2CCCC2(C#N)c2ccccc2)cc1[N+](=O)[O-] (stereo unspecified)	1	-1	7	-1	2	0	10	-3	-2
O=C(NC1CCCN(Cc2ccc(Cl)cc2)C1)c1ccnc(Cl)c1 (stereo unspecified)	-3	-1	2	1	2	-4	6	-9	0
Cc1cc(OC(=O)c2c(C)cc(O)cc2O)cc(O)c1C(=O)O	-1	-4	10	4	0	-2	5	-5	3
COc1ccc(C2CC(c3ccccc3)=NN2S(=O)(=O)c2ccc(C)cc2)c(OC)c1 (stereo unspecified)	10	8	-1	4	1	-6	-1	-7	1
Cc1cc(C)c(C(=O)CSc2nc(C)cc(C)c2C(N)=O)c(C)c1	10	0	-3	4	1	-5	-8	2	0
CS(=O)(=O)c1ccc(CNC(=O)C2(C(F)(F)F)C/C(=C/CCO)CCCO2)cc1 (stereo unspecified)	4	-8	7	9	1	-5	-1	-4	-2
NS(=O)(=O)c1ccc(CCNC(=O)/C=C/c2cccc([N+](=O)[O-])c2)cc1	-2	-2	10	1	1	0	4	-7	-2
CC(NCc1ccc2c(c1)OCO2)C(=O)NC1CCCCC1 (stereo unspecified)	-12	-2	-8	5	1	8	3	-13	-5
COc1cc(NC(=O)C/C(C)=N/NC(=O)c2cccs2)c(OC)cc1Cl	-1	-6	-9	2	1	-3	-10	-7	-2
Cc1ccnc(NC(=O)c2ccccc2NC(=O)C(C)(C)C)c1	3	-3	1	5	0	-3	3	-2	-9
O=C(O)CCC(=O)OCCCc1cc2ccccc2c(=O)o1	13	2	-2	11	1	-7	3	2	5
O=C(CSc1nc2nn(-c3ccccc3)c(=O)c-2c2n1CCCCC2)Nc1cccc(F)c1	-5	-4	8	0	11	-4	-6	-6	-2
CCOc1ccc2c(c1)sc(=NC(=O)C1CC1)n2C	1	2	1	3	-1	-14	-2	-6	0
CCOC(=O)c1c(-c2ccc(-c3ccccc3)cc2)csc1NC(=O)CCN1CCOCC1	1	-5	17	1	1	9	0	-2	-2
COc1ccc(/C=C/C(=O)NC(=S)Nc2cc([N+](=O)[O-])ccc2O)cc1OC	3	13	4	8	0	-2	-2	-2	0
Brc1cc2c(cc1Br)OCCOCCOCCOCCO2	2	-4	-1	0	2	-9	3	-7	2
Cc1ccccc1NC(=O)CN1C(=O)S/C(=C/c2cccnc2)C1=O	6	-1	-11	0	1	-6	-8	-1	-5
CCOC(=O)C1=C(C)Nc2nc(C)nn2C1c1ccc(C)cc1 (stereo unspecified)	10	-2	6	0	1	-13	-6	0	1
Cc1nc2nc(SCC(N)=O)[nH]c2cc1Br	-7	1	1	2	1	1	-18	-2	-5
Cc1ccc(CNC(=O)COC(=O)c2cnccn2)cc1	3	6	-4	nt	1	1	-14	-4	2
CC1CCc2[nH]c3ccc(C(=O)Nc4ccc(C(=O)N(C)C)cc4)cc3c2C1 (stereo unspecified)	-1	-6	16	4	1	8	-2	-2	-5
Nc1c(C(=O)Nc2ccc(F)cc2)sc(=S)n1-c1ccccc1F	7	2	-2	0	10	0	-1	-3	6
CC(=O)Nc1nonc1NC(=O)CSc1ncn[nH]1	-5	-6	15	13	1	9	-8	-3	-3
CCCSc1nc(=O)n2cccc(C)c2n1	13	10	-8	3	-2	-6	-10	-9	0
Cc1ccc(S(=O)(=O)NCCC(=O)OCC(=O)NC(=O)c2cccn2C)cc1	-3	-1	0	4	3	7	-8	-3	-1

(further entries)
SMILES	CHRM1 PAM	M5 PAM	CHRM5 antagonist	TAAR1 agonist	CHRM4 agonist	M1 antag	CHRM4 antagonist	M1 ag	CHRM5 agonist
CSc1ncc(Cl)c(C(=O)Nc2ccc(NC(C)=O)cc2)n1	2	-3	-1	1	2	-3	-9	-3	0
O=C(CCc1ccc(S(=O)(=O)N2CCOCC2)cc1)Nc1cc(Cl)ccc1N1CCOCC1	6	-3	3	9	3	-9	1	-3	-1
CC(C)(C)C(=O)NC1(C(F)(F)F)NC(=O)N(c2ccccc2F)C1=O (stereo unspecified)	5	2	3	1	-1	-7	-2	-3	-1
CC(NC(=O)c1ccco1)C(=O)OCc1cccc(Cl)c1 (stereo unspecified)	1	-1	11	10	0	-2	-1	-4	0
COc1ccc(N2C(=O)CC(N(C)CCc3ccc(OC)c(OC)c3)C2=O)cc1 (stereo unspecified)	12	7	2	1	1	-13	-1	-8	-2
COc1ccc(N=C2C(=O)N3c4c(cccc42)C(C)=CC3(C)C)cc1	11	-6	-1	-2	1	-7	3	3	29*
COc1ccc(C(=O)N2CCCN(C)CC2)cc1S(=O)(=O)N(C)Cc1ccccc1	-4	-1	3	5	1	11	8	-7	-2
COC(=O)C1=C(C)NC(C)=C(C(=O)OC)C1C(=O)OCC(=O)NC1CCCCC1C (stereo unspecified)	-4	-5	7	2	3	2	9	-4	1
Cc1cc2ccccc2c(=O)n1CC(=O)NCC(=O)N1CCN(c2ccccc2F)CC1	4	6	-5	-3	-1	-1	-2	-6	-2
CCc1nnc(NS(=O)(=O)c2ccc(NC(=O)C(c3ccccc3)c3ccccc3)cc2)s1	4	6	4	-1	0	-12	-15	-7	-22

Whole records from above. Screens in order: CHRM1 PAM	M5 PAM	CHRM5 antagonist	TAAR1 agonist	CHRM4 agonist	M1 antag	CHRM4 antagonist	M1 ag	CHRM5 agonist
`COc1ccc(N2C(=O)CC(N(C)CCc3ccc(OC)c(OC)c3)C2=O)cc1` (stereo unspecified) is entered as 12	7	2	1	1	-13	-1	-8	-2
`CSc1ncc(Cl)c(C(=O)Nc2ccc(NC(C)=O)cc2)n1` is entered as 2	-3	-1	1	2	-3	-9	-3	0
`CC(NC(=O)c1ccco1)C(=O)OCc1cccc(Cl)c1` (stereo unspecified) is entered as 1	-1	11	10	0	-2	-1	-4	0
`COC(=O)C1=C(C)NC(C)=C(C(=O)OC)C1C(=O)OCC(=O)NC1CCCCC1C` (stereo unspecified) is entered as -4	-5	7	2	3	2	9	-4	1

Continued.
SMILES	CHRM1 PAM	M5 PAM	CHRM5 antagonist	TAAR1 agonist	CHRM4 agonist	M1 antag	CHRM4 antagonist	M1 ag	CHRM5 agonist
Cc1cc(C)c2nc(-c3ccccn3)cc(C(=O)NCc3ccc(S(N)(=O)=O)cc3)c2c1	4	0	3	6	3	-5	-2	-6	-1
COC(=O)[C@@H](NC(=O)Nc1ccc(OC)cc1)C(C)C	9	5	-2	3	0	-2	17	1	-1
CC1=C(C(=O)OC2CCCCC2)C(c2ccc(C)o2)C2=C(CCCC2=O)N1 (stereo unspecified)	4	8	16	0	0	-7	-4	-3	-4
Cc1cc[n+](CC(=O)c2cc3ccccc3oc2=O)cc1	-23	-5	-2	2	1	59*	3	-8	-4
O=S1(=O)CCOC[C@H](Cc2ccccc2)N1Cc1ccc(F)cc1	-3	3	-8	24	2	3	-3	-7	-4
Cc1ccc2c(c1)-c1c(ssc1=S)C(C)(C)N2C(=O)CSC1=NCCS1	-19	-4	2	0	-2	27	9	-13	-6
CCCC(=O)Nc1nc2c(C)c(Cl)ccc2s1	-9	-21	23	-2	5	9	-2	-3	1
Cc1csc(=O)n1CCC(=O)OCc1nnc(-c2ccc([N+](=O)[O-])cc2)o1	3	3	-10	0	1	2	-2	-4	0
O=C(N/N=C/c1ccncc1)c1cccc(NC(=O)c2ccc(Cl)cc2)c1	9	-7	8	9	3	-4	0	-5	-4
COCCCNC(=O)c1ccccc1SC	-3	4	-4	0	2	13	-1	-3	1
Cc1ccc(CSCC(=O)N2CCN(c3ccccc3)CC2)cc1	11	0	-10	4	1	-8	1	-5	1
